# Assay outcomes: PubChem, several laboratories
# HCV core dimer: blocks dimerization of HCV core protein | TR-FRET GST/Flag-core106 dimerization, 1536-well | inhibition, % at 5 µM | actives 0.33% (n = 300,000);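 active = inhibition above the mean of all tested compounds plus 3 SD, set per screening campaign, cut at about 45% in these data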
#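 System: GST/Flag-tagged HCV core106 proteins. Incubation: compound-protein-antibody incubation 4 h at 22.5 °C. Technique: HTRF with 340 nm excitation, 617/671 nm emission. Medium: KF-containing HEPES buffer, pH 7.45, DTT, CHAPS, BSA. Read-out: inhibition (%) from 671 over 617 nm ratio. Also added: Eu(K)-anti-GST 90 ng/mL plus XL665-anti-Flag 1 µg/mL.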
# PREPL inhibitor: inhibits the human prolyl oligopeptidase-like enzyme | Q4J6C6 | recombinant PREPL, fluorescence polarization activity-based probe | inhibition, % at 5.96 µM | actives 0.68% (n = 320,000); in the data active = inhibition above about 43%;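 also: 0% = enzyme with DMSO and 100% = wells lacking enzyme; many of its hits are not listed in these tables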
# TPT1 inhibitor: blocks Candida albicans tRNA 2'-phosphotransferase; recombinant caTPT1, FP RNA substrate dephosphorylation; inhibition, % at 5 µM; actives 0.81% (n = 300,000); AID 1962;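 active = inhibition above the mean of all tested compounds plus 3 SD, set per screening campaign, cut at about 24% in these data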;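 also: plate controls were DMSO alone for no effect and ferristatin control at 100 nM for full effect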
# PP5 inh: PP5 (human) phosphatase inhibition. P53041. purified PP5c, OMFP substrate fluorescence. inhibition, % at 6.7 µM. actives 0.18% (n = 320,000). AID 1987;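 active = inhibition above the campaign's mean inhibition across all tested compounds plus 3 SD, cut at about 9.5% in these data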;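 also: 0% = DMSO only and 100% = 100 µM cantharidin control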
# Target sequence (P53041 whole entry, looked up): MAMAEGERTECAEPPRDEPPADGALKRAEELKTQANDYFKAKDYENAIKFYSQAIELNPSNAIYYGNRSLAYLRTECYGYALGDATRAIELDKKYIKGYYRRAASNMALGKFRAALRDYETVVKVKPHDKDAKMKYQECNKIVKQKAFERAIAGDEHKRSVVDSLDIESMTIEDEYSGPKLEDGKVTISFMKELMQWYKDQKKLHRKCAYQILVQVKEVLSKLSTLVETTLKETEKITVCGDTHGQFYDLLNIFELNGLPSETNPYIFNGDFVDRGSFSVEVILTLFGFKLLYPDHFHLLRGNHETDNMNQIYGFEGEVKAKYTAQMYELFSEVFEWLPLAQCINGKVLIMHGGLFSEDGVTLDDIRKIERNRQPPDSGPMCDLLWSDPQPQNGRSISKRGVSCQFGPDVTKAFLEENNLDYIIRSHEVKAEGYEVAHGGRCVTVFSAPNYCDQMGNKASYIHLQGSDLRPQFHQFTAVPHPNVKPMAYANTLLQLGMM
# PP1 inh: counter-screen for PP5 inhibitors: inhibitors of human PP1-alpha. P62136. purified PP1alpha, OMFP fluorescence. inhibition, % at 6.7 µM. actives 0.9% (n = 320,000). AID 2235;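 active = inhibition above the mean inhibition of all tested compounds plus 3 SD, computed separately for each screening campaign, cut at about 15% in these data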
# Target sequence (P62136 whole entry, looked up): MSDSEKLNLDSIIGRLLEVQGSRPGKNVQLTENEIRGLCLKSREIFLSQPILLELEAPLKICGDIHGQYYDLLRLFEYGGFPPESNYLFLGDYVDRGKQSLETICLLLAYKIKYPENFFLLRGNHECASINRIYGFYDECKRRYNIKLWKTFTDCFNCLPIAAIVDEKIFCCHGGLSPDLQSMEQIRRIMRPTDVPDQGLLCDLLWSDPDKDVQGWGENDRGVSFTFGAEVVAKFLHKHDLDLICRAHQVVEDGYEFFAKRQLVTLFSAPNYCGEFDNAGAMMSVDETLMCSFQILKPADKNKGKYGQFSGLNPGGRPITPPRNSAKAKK
# Efflux pump inh: blocks antifungal efflux pumps in multiplex yeast assay; S. cerevisiae Candida pump triplex, Nile Red efflux; inhibition, % at 10 µM; actives 0.44% (n = 330,000);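 active = plate passing quality check with inhibition over a set limit, or well fluorescence over plate mean plus 4 SD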;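 also: Nile Red retained in pooled yeast measured as flow cytometry median fluorescence; 0% = buffer negative control and 100% = Enniatin B positive control; higher means more Nile Red kept so more efflux inhibition; some compounds called inactive have numbers as strong as hits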
# LYPLA2 counter: blocks human lysophospholipase 2, a PME1 counter-screen | O95372 | recombinant LYPLA2, FP-Rh probe fluorescence polarization | inhibition, % at 5.9 µM | actives 0.38% (n = 320,000);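 active = inhibition above the screen-wide mean plus 3 SD, limit set per campaign, cut at about 26% in these data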;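 also: 0% = LYPLA2 with DMSO and 100% = wells lacking LYPLA2 enzyme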
# Target sequence (O95372 whole entry, looked up): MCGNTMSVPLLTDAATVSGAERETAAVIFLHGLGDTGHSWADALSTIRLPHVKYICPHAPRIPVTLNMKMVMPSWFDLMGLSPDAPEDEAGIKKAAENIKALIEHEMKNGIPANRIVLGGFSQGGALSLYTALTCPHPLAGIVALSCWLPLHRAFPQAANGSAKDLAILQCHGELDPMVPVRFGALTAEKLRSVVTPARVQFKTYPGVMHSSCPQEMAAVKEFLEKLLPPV
# JMJD2C inh: human JMJD2C demethylase inhibition; AID 2099; actives 0.069% (n = 330,000); GST-JMJD2C(1-420) H3K9me3 demethylation, DELFIA europium; inhibition, % at 2.35 µM;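 active = more than half of a compound's replicate wells show inhibition beyond 50%, single wells judged on their own value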;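 also: signal counts dimethyl H3K9 product captured on neutravidin plate; 0% = median of DMSO wells and 100% = 0.3 times that DMSO median; strong numbers were not always called active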
# CTSL1 counter: counter-screen for PFM18AAP inhibitors: inhibitors of F. hepatica cathepsin L1 | recombinant F. hepatica cathepsin L1, Z-Leu-Arg-MCA fluorescence | inhibition, % at 5.96 µM | actives 0.49% (n = 300,000) | AID 1906;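 active = inhibition above the mean of all tested compounds plus 3 SD, set per screening campaign, cut at about 17% in these data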;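 also: 0% = plate median of test compound wells and 100% = 1 µM Z-Phe-Ala-diazomethylketone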
# The depositor's hits bear a star; nt = not tested or not shown.
SMILES,HCV core dimer,PREPL inhibitor,TPT1 inhibitor,PP5 inh,PP1 inh,Efflux pump inh,LYPLA2 counter,JMJD2C inh,CTSL1 counter
CC1(C)ON(C2CCCCC2)[C@H]2c3nc4ccccc4n3C[C@H]21,5,-6,2,0.5,-2,0.0,0,0,-4
Fc1ccc(C(c2nnnn2C2CCCC2)N(Cc2ccco2)CC2CCCO2)cc1 (stereo not given),12,-4,-4,4.9,6,0.2,-7,4,-1
CC1(C)Cn2c(nc(=O)c3c2NCN(CCc2ccccc2)C3)S1,-3,1,-4,-1.2,0,0.1,3,-9,2
O=C(COC(=O)CC1SC(N2CCCC2)=NC1=O)Nc1c(F)c(F)c(F)c(F)c1F (stereo not given),nt,6,nt,-0.8,-3,0.0,0,-3,nt
CCN1C(=O)CC(N2CCN(c3ccc(OC)cc3)CC2)C1=O (stereo not given),5,13,-1,2.8,-1,0.2,-4,3,-23
O=S(=O)(/N=C(\c1ccccc1)N1CCOCC1)c1ccc(Cl)cc1,-1,7,-2,2.3,0,-7.3,-2,-7,-1
COc1ccc(CNC(=O)COC(=O)c2c(-c3c(F)cccc3Cl)noc2C)cc1OC,-1,14,-5,0.0,-1,-0.1,-1,6,10
CC(=O)NC(CC(=O)N(Cc1ccccc1)c1ccc(C)cc1)c1ccccc1 (stereo not given),-23,13,2,-6.9,-2,-0.7,-1,4,5
CC1=CN2C(=N)/C(=C/c3ccc(C)o3)C(=O)N=C2S1,-5,-6,4,0.4,-1,0.0,2,-10,1
CCC1CCCCN1S(=O)(=O)c1ccc(C(=O)N(CCCN(C)C)c2nc3cc4c(cc3s2)OCO4)cc1 (stereo not given),0,36,3,3.0,4,0.3,0,-17,8
COc1ccc(NS(=O)(=O)c2ccc(NC(=S)NC(=O)c3ccc(Br)cc3)cc2)nn1,9,-5,-1,2.4,-2,-0.3,0,0,1
CCO[C@@H]1OC(C(=O)N2CCOCC2)=C[C@H](c2ccc(C(F)(F)F)cc2)[C@H]1CCCO,5,2,-3,3.0,-1,0.0,-2,-6,-1
COc1ccc(S(=O)(=O)N2CCOCC2)cc1NC(=O)CSc1nnnn1C1CC1,nt,7,nt,1.0,2,-0.1,0,-5,nt
O=C(CCC(=O)c1cccs1)OCC(=O)N1CCN(C(=O)c2ccco2)CC1,-1,3,-5,2.6,-4,-0.1,1,1,-55
COCCSc1ccccc1C(=O)Nc1ccc([N+](=O)[O-])cc1OC,-5,-2,-4,1.4,-3,0.1,2,2,2
O=C1C(=O)N(CNc2cccnc2)c2ccccc21,-3,-1,3,1.5,-1,0.2,0,-7,1
CCOC(=O)c1c(C)[nH]c(C)c1S(=O)(=O)NCC1CCN(Cc2ccccc2OC)CC1,1,-9,-3,-1.8,-9,0.0,7,0,-1
COc1ccc(SC[C@H](Cc2ccccc2)N2CC[C@@H](O)CCC2=O)cc1,nt,3,nt,1.4,-3,0.0,0,-6,nt
c1ccc(C2CNCc3c2ccc2ccccc32)cc1 (stereo not given),-19,-24,0,3.3,4,-0.3,-6,-5,-6
CCCCNc1nnc(SCC(=O)c2c[nH]c3ccccc23)s1,-4,17,5,3.0,2,0.1,-13,-2,-1
Cn1c(=O)c(Oc2cc(Cl)cc(Cl)c2)nc2ccccc21,3,8,2,0.3,2,0.0,1,1,3
CCc1nc(Nc2cccc(OC)c2)c2oc3ccccc3c2n1,-1,-1,3,5.8,1,0.3,-4,1,4
COc1ccc(NS(=O)(=O)c2cc(NC(=O)CNC(=O)c3ccc(C)s3)ccc2Cl)cc1,2,-5,1,2.4,8,-0.8,-13,-10,-1
Cc1ccc(C(O)(C(=O)NNS(=O)(=O)c2ccc(C)cc2)c2ccc(C)cc2)cc1,6,-7,1,4.8,3,-0.3,-4,5,3
CC(C)(CO)NC(=O)C(c1ccccc1)c1ccccc1,-1,18,4,-2.8,-3,0.0,0,3,1
SMILES,HCV core dimer,PREPL inhibitor,TPT1 inhibitor,PP5 inh,PP1 inh,Efflux pump inh,LYPLA2 counter,JMJD2C inh,CTSL1 counter
CCCCSCc1ccc(C(=O)O)o1,-1,1,-3,0.7,0,0.1,9,-5,-4
O=C(Nc1ccc(Oc2cccnc2)cc1)C1CCN(Cc2cc(Cl)ccc2O)CC1,4,-26,-4,4.9,-2,0.1,25,15,-5
NC(=O)c1ccc(NC(=O)c2cncn2-c2ccccc2)cc1,0,12,1,-0.5,-3,0.0,3,-4,-2
O=C(C1CCN(S(=O)(=O)c2cccnc2)CC1)N1CCN(c2ccc(Cl)cc2)CC1,1,6,2,0.6,0,0.1,38*,-2,3
Cc1ccc(CN2CC(=O)N3[C@H]4c5ccccc5OC[C@@H]4[C@H](c4ccccc4)[C@]3(C)C2=O)cc1,nt,11,nt,5.0,6,0.4,-4,-2,nt
c1ccc(COc2ccc(CNn3cnnc3)cc2)cc1,-4,9,-6,-0.2,-5,0.0,7,5,-7
CC1CCN(C(=O)COC(=O)Cn2cnc3c2c(=O)n(C)c(=O)n3C)CC1,1,8,0,0.5,-2,-0.1,2,23,-3
CN(C(=S)Nc1ccc(Oc2ccccc2)cc1)c1ccc(O)cc1,-4,18,0,1.7,10,-0.1,3,32,0
Cc1cccc(N2CCN(C(=O)CCCCCn3c(=S)[nH]c4ccc(N5CCOCC5)cc4c3=O)CC2)c1C,29,31,-2,0.7,10,-0.1,11,8,2
Cc1cc(C)n(CC(O)CN2c3ccccc3Sc3ccccc32)n1 (stereo not given),-2,18,2,4.9,0,0.0,6,-24,-4
Cc1ccc(CCNC(=O)c2nnc(CS(=O)(=O)c3ccccc3)o2)cc1,5,-2,1,4.1,-2,0.3,-8,-7,2
CC(C)(C)C(=O)Cn1c(NCCCO)nc2ccccc21,-5,20,0,-0.1,2,-0.1,5,8,5
COc1ccccc1CC(=O)N1CCOCC1,-3,1,-2,-0.5,-2,0.1,5,2,2
COc1ccc2c(c1)cc1n2CCN=C1NCCO,0,7,-3,3.0,2,0.2,-7,8,0
COc1ccccc1NC(=O)Cn1nnc(-c2ccccc2NC(=O)c2cnccn2)n1,9,2,-3,1.3,2,-0.1,0,-2,-3
CCc1cc2c(COC(=O)c3c(C)noc3C)cc(=O)oc2cc1O,-13,-2,1,-1.1,0,0.1,-6,4,-4
CCCc1cc(=O)n2nc(N3CCC(C(=O)Nc4c(F)c(F)c(F)c(F)c4F)CC3)sc2n1,-6,6,-3,-2.7,-1,-0.2,5,-34,0
CC1CC2c3cccc(C(=O)O)c3C(=O)N2c2ccc(Cl)cc21 (stereo not given),1,5,3,-0.6,5,-0.1,3,-5,0
Cc1ccc2c(c1)N(C(=O)NC1CCCCC1)C(C)(C)CC2C (stereo not given),-4,12,1,0.0,-1,0.4,2,16,-1
CC(C(=O)Nc1cccc(Br)c1)c1ccc([N+](=O)[O-])cc1 (stereo not given),-6,-7,-3,7.0,6,-0.1,-8,8,-1
O=C(COc1ccc(F)cc1)c1ccc2c(c1)CCCC2,3,10,-2,2.1,-1,-0.1,1,-5,1
CC(=O)Nc1ccc(Cc2ccncc2)cc1,-4,3,2,-2.5,1,0.1,1,1,-4
O=C(O)c1cccc(NC(=O)C2CC(=O)N(Cc3ccccc3)C2)c1 (stereo not given),2,-4,-4,-0.3,-5,0.0,5,-15,0
CCN(CC)c1ccc(NC(=O)CCS(=O)(=O)c2cccc3nsnc23)c(C)c1,-4,5,2,-0.2,6,0.5,10,-3,-3
CSc1nccc(NC(=O)c2cccc(Br)c2)n1,-3,-17,-2,2.5,0,0.0,-3,2,-3

# Two of these compounds in a different format:
# Results follow in this order: HCV core dimer	PREPL inhibitor	TPT1 inhibitor	PP5 inh	PP1 inh	Efflux pump inh	LYPLA2 counter	JMJD2C inh	CTSL1 counter
CCCc1cc(=O)n2nc(N3CCC(C(=O)Nc4c(F)c(F)c(F)c(F)c4F)CC3)sc2n1
  -6	6	-3	-2.7	-1	-0.2	5	-34	0
CC1CC2c3cccc(C(=O)O)c3C(=O)N2c2ccc(Cl)cc21 (stereo not given)
  1	5	3	-0.6	5	-0.1	3	-5	0

# (further entries)
SMILES,HCV core dimer,PREPL inhibitor,TPT1 inhibitor,PP5 inh,PP1 inh,Efflux pump inh,LYPLA2 counter,JMJD2C inh,CTSL1 counter
CCn1cc(CNCc2c(C(=O)N3CCCCC3)nc3c(C)cccn23)cn1,2,4,-2,-3.1,-4,-0.2,3,19,1
C/C(=N\NC(=O)C1COc2ccccc2O1)c1cc2ccccc2o1 (stereo not given),-10,-7,0,2.0,-9,0.3,-1,20,-1
C[C@@H](NC(=O)c1[nH]cnc1C(=O)Nc1cccc(Cl)c1)c1ccccc1,nt,-14,nt,0.5,-4,-0.1,-4,3,nt
O=C(Cc1ccc(Cl)cc1)NCCc1ccc(F)cc1,-4,5,3,-0.1,-5,0.2,-3,-7,-1
COCCn1nnnc1SCC(=O)c1ccccc1,4,7,-1,-0.6,-3,0.2,-4,-6,-3
CN1CCN(c2ccc(CNC(=O)c3cc4ccccc4o3)cc2)CC1,1,25,-2,-2.5,-4,0.0,2,3,1
CCOC(=O)C1=C(C)N=c2s/c(=C/c3ccco3)c(=O)n2C1c1cccc(OC)c1 (stereo not given),48*,5,31*,0.1,4,0.3,-12,-8,6
NC(=O)COC(=O)c1cccc(NS(=O)(=O)/C=C/c2ccccc2)c1,1,-4,-4,0.3,-4,0.0,-1,11,-2
O=C(c1cnn2c(C(F)(F)F)cc(-c3ccccc3)nc12)N1CCCc2ccccc21,2,4,5,0.0,1,0.4,5,76,-1
O=S(=O)(c1ccccc1)N1N=C(c2ccccc2)CC1c1ccccc1F (stereo not given),10,-1,1,1.3,6,0.0,-8,19,1
Cc1cc(N2C(=O)CCC2=O)ccc1NC(=O)c1cccs1,1,-7,-4,2.7,-1,0.1,6,-1,11
CCNCc1ccc(OCc2ccccc2F)c(OC)c1,-4,-3,2,1.9,-1,-0.1,3,21,0
CN(C)c1ccc(C(=S)N2CCN(C(=S)Nc3ccc(Cl)cc3)CC2)cc1,13,7,2,1.6,0,-0.1,26,9,1
CCCC/C(C)=N/NC(=O)Nc1ccccc1,-3,4,1,-1.6,-2,0.0,2,16,3
COc1ccc(-c2nn(C)c3sc(C(=O)N4CCOCC4)cc23)cc1OC,-3,7,-1,-1.6,-4,-0.1,4,-4,-3
COc1cccc(N2CCN(C(=O)CCNS(=O)(=O)c3ccc4c(c3)c(=O)n(C)c(=O)n4C)CC2)c1,2,20,0,0.7,0,0.0,8,-10,2
CCOC(=O)C(C(C)=O)C(c1ccc(OCCC(C)C)cc1)C(C(C)=O)C(=O)OCC (stereo not given),4,6,0,0.7,0,0.0,0,-4,3
C#CCN(CC=C)C(=O)c1ccc(OC2CCN(S(=O)(=O)N(C)C)CC2)cc1,5,-3,0,3.4,0,0.2,6,10,0
COCC(C)NC(=O)c1oc2c(c1C)C1(CCC2)SCCS1 (stereo not given),-2,4,0,-1.3,4,0.2,-2,1,-1
Cc1ccc(S(=O)(=O)CCCS(=O)(=O)c2ccc(C)cc2)cc1,-8,4,0,3.0,-7,0.2,0,-17,0
COc1ccc(C(=O)c2ccsc2N)cc1,7,4,-38,0.7,0,0.1,4,-4,3
CCCCOC(=O)c1ccc(N=Nc2c(C)c(C#N)c(O)[nH]c2=O)cc1,22,17,6,0.7,14,0.2,3,6,-2
COc1ccccc1C(NC(=O)C1CCCCC1)c1c(O)ccc2ccccc12 (stereo not given),12,6,-3,1.6,-3,-0.5,1,7,0

# Some of the compounds tested (hit frequency here may not be typical).
